uPA generation – qHTS for Inhibitors of Cell Surface uPA Generation; cell surface uPA generation assay, qHTS; 330,000 compounds, 0.31% hits; Potency, µM (series often up to 38.3 µM), inactives show at the top dose activity change, negative = inhibition, hits mostly inhibitors; active means well fitted inhibition curve with a large enough effect; inconclusive means small, poorly fitted or top-dose-only effect; inactive means no such curve, though single readings can be large or run the other way; tested in mouse RAW 264.7 cells; further: potency means the concentration at half of the fitted maximal effect; on the % scale 0 is the no-effect control and ±100 the full control effect; nearly all actives have a fitted effect of over 55% in size
Coupling enz – qHTS Assay for Inhibitors of Fructose-1,6-bisphosphate Aldolase from Giardia Lamblia: Coupling assay counterscreen. 290,000 compounds, 0.67% hits. activity change, negative = inhibition, % at 58.2 µM, hits read low. coupling enzyme system counterscreen, AmpLite Red fluorescence. AID 2472, 2010; in the data active means activity change below about -30%; further: on the % scale 0 is the no-effect control and ±100 the full control effect
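First, compound is pin-transferred into glyceraldehyde-3-phosphate coupling-enzyme reagent at 57.5 uM final and held 10 min at RT. Next, substrate, coupling system and AmpLite Red are added. After 20 min RT, fluorescence (525/598 nm) is read.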
NPC1 prom act – qHTS Assay for NPC1 Promoter Activators. Huh7 NPC1 promoter luciferase reporter, 24 h. Potency, µM (titrated, usually from 9.22 µM), for inactives: at the highest dose activation, actives largely listed as activators. 320,000 compounds, 2.4% hits. AID 485313, 2010;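 further: potency means the concentration at half of the fitted maximal effect; % of control where 0% means no effect; nearly all actives have a fitted effect of over 60% in size; reporter is driven by a mutant NPC1 promoter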
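Luminescence read-out of NPC1 promoter-driven luciferase in stably transfected Huh7 cells; compounds delivered in DMSO and left 24 h at 37C, 5% CO2, qHTS titration format.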
ELG1 genotox – qHTS screen for small molecules that induce genotoxicity in human embryonic kidney (HEK293T) cells expressing luciferase-tagged ELG1; HEK293T ELG1-luciferase reporter, luminescence, 16 h; Potency, µM (top dose mostly 46 µM), without a hit: at the highest dose activity change, positive = activation, hits mostly activators; 330,000 compounds, 1.3% hits; AID 504466, 2011; further: potency means the concentration at half of the fitted maximal effect; % of control where 0% means no effect; nearly all actives have a fitted effect of over 60% in size
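Luminescence read-out: rising ELG1-luciferase signal, reflecting elevated ELG1 protein under genetic stress, flags genotoxic compounds. Cells were treated for 16 hr at 37 °C before ONE-Glo detection.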
Giardia kill – Small Molecules that selectively kill Giardia lamblia: qHTS. Giardia lamblia trophozoite viability. AID 540267, 2011. activity change, % at 7.66 µM, hits read low. 340,000 compounds, 0.15% hits; in the data active means activity change below about -80%; inconclusive means between about -30% and that limit;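 further: parasites exposed to compound for two days anaerobically before the ATP read; on the % scale 0 is the no-effect control and ±100 the full control effect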
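Media and compound were dispensed first, then trophozoites at 100 cells/well; plates sat 48 hrs at 37 deg C without oxygen before ATP luminescence reagent was added and read after 15-30 min at room temperature.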
Rab9 prom act – qHTS Assay for Rab9 Promoter Activators; Huh7 Rab9 promoter-luciferase reporter, luminescence, 24 h; Potency, µM (titrated, usually from 9.22 µM), for inactives: top-dose activation, negative = inhibition, hits mostly activators; 320,000 compounds, 2.8% hits; AID 485297, 2010; further: potency means the concentration at half of the fitted maximal effect; % of control where 0% means no effect; nearly all actives have a fitted effect of over 60% in size
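Stable Rab9-luc Huh7, 1500 cells/well, 2 h settle; cmpd in DMSO, 24 h, 37 °C/5% CO2; luciferase reagent 10 min RT; luminescence.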
VP16 counter – VP16 counterscreen qHTS for inhibitors of ROR gamma transcriptional activity | Potency, µM (top dose mostly 53.6 µM), inactives show at the highest dose activity, negative = inhibition, hits mostly inhibitors | 310,000 compounds, 3.5% hits | Drosophila S2 Gal4-VP16 UAS-luciferase, luminescence, 20 h;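 further: Gal4-VP16 expression switched on by copper sulfate through the metallothionein promoter; potency means the concentration at half of the fitted maximal effect; on the % scale 0 is the no-effect control and ±100 the full control effect; nearly all actives have a fitted effect of over 50% in size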
FLuc modulator – qHTS profiling assay for firefly luciferase inhibitor/activator using purifed enzyme and Km concentrations of substrates (counterscreen for miR-21 project); Luciferin 4-monooxygenase (Photinus pyralis), P08659; purified FLuc, Km substrates, luminescence inhibition; Potency, µM (titrated, usually from 57.5 µM), for inactives: top-dose activity change, negative = inhibition, most hits filed as inhibitors; 360,000 compounds, 6.9% hits; AID 588342, 2011;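 further: potency means the concentration at half of the fitted maximal effect; plate controls were vehicle for no effect and reference inhibitor for full effect; nearly all actives have a fitted effect of over 55% in size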
Target sequence (P08659 whole entry, looked up): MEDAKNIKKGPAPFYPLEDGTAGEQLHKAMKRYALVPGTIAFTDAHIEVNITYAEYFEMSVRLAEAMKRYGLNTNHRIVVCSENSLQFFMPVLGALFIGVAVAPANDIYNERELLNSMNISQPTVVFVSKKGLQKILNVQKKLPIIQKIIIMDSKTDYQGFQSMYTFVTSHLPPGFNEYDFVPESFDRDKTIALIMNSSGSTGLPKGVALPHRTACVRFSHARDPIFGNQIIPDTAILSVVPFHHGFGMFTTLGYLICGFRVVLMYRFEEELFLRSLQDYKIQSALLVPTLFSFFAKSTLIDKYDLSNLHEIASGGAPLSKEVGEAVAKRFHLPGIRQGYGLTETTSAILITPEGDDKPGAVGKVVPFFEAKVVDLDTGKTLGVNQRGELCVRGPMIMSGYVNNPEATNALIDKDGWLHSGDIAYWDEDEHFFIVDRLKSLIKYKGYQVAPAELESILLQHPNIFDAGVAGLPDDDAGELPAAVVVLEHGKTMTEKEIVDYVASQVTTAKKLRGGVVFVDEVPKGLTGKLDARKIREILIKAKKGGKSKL
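Biochemical qHTS of compounds, final roughly 60 µM downward over six points, against 10 nM purified firefly luciferase using Km concentrations of substrates (10 uM D-luciferin, 10 uM ATP) in Tris acetate pH 7.5 buffer; luminescence output.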
Tb PFK inh – qHTS Assay to Find Inhibitors of T. brucei phosphofructokinase; 330,000 compounds, 0.17% hits; T. brucei PFK, ADP-Glo luminescence; Potency, µM (highest dose often 57.5 µM), inactives show top-dose activity, negative = inhibition, usual class: inhibitors;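 further: potency means the concentration at half of the fitted maximal effect; 0% = uninhibited 1x PFK enzyme wells and -100% = no-enzyme wells; nearly all actives have a fitted effect of over 60% in size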
Target sequence (O15648 whole entry, looked up): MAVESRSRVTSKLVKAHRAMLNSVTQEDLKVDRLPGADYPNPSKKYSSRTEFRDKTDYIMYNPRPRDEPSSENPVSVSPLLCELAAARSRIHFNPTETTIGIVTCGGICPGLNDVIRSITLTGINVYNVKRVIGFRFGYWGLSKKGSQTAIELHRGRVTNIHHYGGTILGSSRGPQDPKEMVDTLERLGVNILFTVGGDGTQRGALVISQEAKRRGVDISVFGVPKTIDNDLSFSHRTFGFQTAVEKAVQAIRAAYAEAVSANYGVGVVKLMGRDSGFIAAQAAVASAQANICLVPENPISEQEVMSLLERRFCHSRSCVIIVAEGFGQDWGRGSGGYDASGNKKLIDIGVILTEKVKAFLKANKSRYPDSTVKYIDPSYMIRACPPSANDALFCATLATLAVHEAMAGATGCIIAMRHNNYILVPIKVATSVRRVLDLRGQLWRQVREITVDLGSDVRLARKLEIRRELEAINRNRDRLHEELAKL
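PFK 1.25 nM, F6P 0.5 mM, ATP 0.1 mM, 0.1 M TEA pH 8.0, 5 mM MgCl2, 0.01% Tween20, 0.1% BSA; 45 min RT. ADP-Glo readout. qHTS titration up to 57 uM; curves fitted, compounds curve-classed.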
KCNH2 3.1 block – qHTS for Inhibitors of KCHN2 3.1: Mutant qHTS; 340,000 compounds, 0.95% hits; activity change, % (tested at about 1.8 µM); U2OS KCNH2 3.1, thallium flux FluxOr; hits give low values; Potassium voltage-gated channel subfamily H member 2, brain isoform KCNH2 3.1 (human);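 active means maximum activity change below -70%; inconclusive means maximum activity change from -70% to -50%; inactive means maximum activity change above -50%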;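 further: thallium influx rate constant from kinetic fluorescence after stimulation buffer; on the % scale 0 is the no-effect control and ±100 the full control effect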
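U2OS cells transduced with KCNH2 3.1 mutant virus (1.77 x 10^8 /mL, 4 h), plated overnight at 37 C, loaded 45 min with FluxOr dye plus Red40 quencher. Thallium flux rate constant from kinetic reads after stimulation buffer, normalised to controls.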
RORgamma inh – qHTS for inhibitors of ROR gamma transcriptional activity | Potency, µM (highest dose often 53.6 µM), for inactives: at the highest dose activity change, negative = inhibition, actives largely listed as inhibitors | Drosophila S2 Gal4-RORgamma UAS-luciferase reporter, 20 h | 310,000 compounds, 5.4% hits | Nuclear receptor ROR-gamma (Mus musculus), P51450; further: potency means the concentration at half of the fitted maximal effect; on the % scale 0 is the no-effect control and ±100 the full control effect; nearly all actives have a fitted effect of over 60% in size
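Luciferase reporter read in Schneider cells carrying Gal4-RORγ (mouse) and UAS-Photinus luciferase; cells given compound 1 h before 700 uM copper sulfate induction, then incubated 20 h at ambient temperature.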
* marks the source's active call; other numbers are inactive results; u = inconclusive; x = no result given; & = joins results of further samples. Unless noted, the call rests on the fitted dose curve; in most records, active means well fitted curve in the direction sought with a large enough effect; inconclusive means small, poorly fitted or top-dose-only effect, or another doubt; inactive means no such curve, though single readings can be large; an effect the other way counts as inactive or inconclusive. This is a random part of the collection; any-hit rate near 14%.

Second line of a record: FLuc modulator	uPA generation	Tb PFK inh	Rab9 prom act	Coupling enz	RORgamma inh	VP16 counter	Giardia kill	ELG1 genotox	KCNH2 3.1 block	NPC1 prom act
CC1(C)CC(=O)C2=C(C1)Nc1ccccc1NC2c1cccnc1 (stereo unspecified)
  -2%	1%	-3%	15%	-1	22%	-1%	0	-1%	8	2%
CC(C)OCCCN1CC(=O)N2C(c3ccccc3)c3[nH]c4ccccc4c3C[C@H]2C1=O (stereo partly specified)
  -2%	0%	1%	-8%	0	27%	21%	-15	-5%	u	0%
COc1ccc(/C=C2\SC(=O)N(CCNC(=O)C3=COCCO3)C2=O)cc1
  u	7.1µM*	-5%	28%	x	x	x	3	16µM*	0	2%
O=C(Cn1cnc2ccccc21)N1CCN(S(=O)(=O)c2ccccc2)CC1
  -1%	x	-1%	-11%	1	1%	-1%	11	-9%	-3	1%
COc1cc(C(C#N)N2N=C(c3ccccc3)CC2c2ccccc2)ccc1O (stereo unspecified)
  u	-4%	0%	12%	-2	7.9µM*	-93%	12	u	2	15%
COC(=O)CN1C(=O)C(C)(C)Oc2ccc(C(=O)NC3CCCC3)cc21
  -2%	-8%	3%	0%	0	14%	0%	-3	0%	2	-2%
Cc1cc(C)n(CC(=O)N/N=C/c2ccc(C)o2)n1
  4%	7%	6%	0%	0	17%	0%	-10	0%	8	0%
Cc1onc(-c2ccccc2)c1C(=O)Oc1ccccc1
  7%	-2%	0%	-3%	5	15%	4%	12	-2%	1	2%
Cc1c(CC(=O)N2CCN(C(=O)C3COc4ccccc4O3)CC2)c(=O)oc2cc(O)ccc12 (stereo unspecified)
  -1%	-7%	2%	-5%	0	1%	1%	-11	-7%	-7	-1%
CC(NC(=O)COC(=O)C1CCN(S(=O)(=O)c2ccccc2C(F)(F)F)CC1)c1ccccc1 (stereo unspecified)
  7%	21%	0%	-7%	5	-1%	2%	-16	0%	0	-1%
COc1cc(/C=C2/C(=O)N(c3ccc(C(=O)O)cc3)N=C2C)cc(OC)c1O
  u	-2%	5%	0%	-20	-17%	-1%	-20	0%	24	-3%
COc1cccc2cc(C(=O)N3CCCc4ccccc43)oc12
  0%	-5%	-1%	4%	x	1%	5%	18	-11%	-5	0%
Cc1ccccc1OCCNc1cc(N2CCN(CCO)CC2)ccc1[N+](=O)[O-]
  u	-9%	0%	-4%	-1	-4%	-12%	4	1%	-1	0%
CC1CCN(S(=O)(=O)c2ccc(NC(=O)CN3CCN(c4ccccc4)CC3)cc2)CC1
  -1%	2%	-2%	-9%	0	42%	-28%	-23	u	-21	-4%
COCCCNc1nc2ccccc2nc1NS(=O)(=O)c1ccc(OC)cc1
  -3%	1%	2%	-2%	6	0%	-5%	8	0%	19	-3%
CC(C)c1nc(SCC(=O)Nc2cccc(C(=O)O)c2)c2c3c(sc2n1)CCCC3
  u	-3%	0%	1%	15	10%	13%	-15	13%	1	3%
CSc1ccccc1NC(=O)NCCCl
  -2%	-8%	3%	16%	0	-22%	-6%	-14	1%	-7	-1%
C=CCNc1nc(-c2ccc(O)c(C(N)=O)c2)cs1
  u	14%	4%	4%	-1	u	10%	-4	u	-2	2%
O=C(Cc1nn[nH]n1)NCCC1=CCCCC1
  -1%	3%	-2%	-5%	0	6%	-5%	-23	0%	1	2%
COc1ccccc1/C=C/c1ccc2cccc(O)c2n1
  4.8µM*	-3%	4%	u	-11	4µM*	u	u	21µM*	1	u
COc1cc(C2=NOC(C(=O)NCc3ccco3)C2)cc(OC)c1OC (stereo unspecified)
  1%	x	-4%	-16%	0	u	-2%	-11	4%	13	-26%
O=C(NCC(c1ccco1)N1CCN(c2ccc(F)cc2)CC1)C(=O)NC1CCCCC1 (stereo unspecified)
  1%	-4%	-6%	-8%	x	x	x	7	5%	-3	-7%
NNC(=O)c1sc2cc(C(F)(F)F)cnc2c1-c1cccnc1
  1%	-1%	-4%	-1%	1	14µM*	u	-20	4%	-14	-4%
CCc1nnc(NC(=O)c2nc(Cl)ccc2Cl)s1
  3%	-4%	-1%	7%	x	u	13%	-5	5%	14	1%
Cc1cc(C)cc(NC(=O)N(CCC#N)Cc2cccs2)c1
  0%	1%	-4%	-5%	-1	-1%	3%	-4	-3%	19	-1%
Nc1ccc2nc3c(=O)[nH]c(=S)[nH]c3nc2c1
  u	-6%	-3%	13%	-36*	-2%	-7%	11	6%	-92*	-3%
CCC(C)NC(=O)CCC(=O)NNc1nc2ccccc2c2nc(C)nn12 (stereo unspecified)
  -2%&6%	5%	0%	-6%	-1	-2%	-3%	3	-1%	2	-4%
O=C(NCCN1C(=O)S/C(=C\c2ccccc2F)C1=O)C1CCCN1C(=O)c1cccs1 (stereo unspecified)
  -6%	-2%	2%	-2%	0	38%	15%	-3	2%	20	-3%
O=C(NCCCN1CCCC1=O)c1cccc(S(=O)(=O)NCc2ccccc2)c1
  0%	7%	-1%	5%	x	x	x	16	-2%	-14	0%
CC(C)(C)C(=O)C1=C(O)C(=O)N(Cc2ccccc2)C1c1ccccc1F (stereo unspecified)
  -1%	-9%	-1%	3%	12	-7%	3%	1	-2%	-7	-4%
CS(=O)(=O)N1CCC(C(=O)Nc2ccc(Br)cc2F)CC1
  -3%	-6%	1%	-8%	-3	3%	-5%	3	0%	-92*	-5%
OCCCNc1nnc(-c2ccccc2)c2ccccc12
  2%	-24%	0%	1%	2	13%	5%	-23	-5%	3	0%
O=C(c1ccccc1)c1nn(-c2ccccc2)c(=O)cc1C(F)(F)F
  3%	-13%	9%	8%	1	20%	-6%	1	-11%	1	-2%
COc1cc(=O)[nH]c(SCC(=O)Nc2ccc3ccccc3c2)n1
  -3%	0%	3%	-7%	6	-12%	-4%	19	2%	12	0%
COC(=O)[C@@]12CCCCN1[C@H](c1ccc(-c3cccc(Cl)c3)c(OC)c1)[C@H]1C(=O)N(C)C(=O)[C@H]12
  1%	17%	0%	-3%	x	x	x	-3	-8%	1	-8%
O=C(Cn1cnc([N+](=O)[O-])c1)Nc1ccccc1C(F)(F)F
  -5%	4%	-6%	2%	0	-3%	1%	-15	-4%	20	-1%
CC(=O)c1ccc(NS(=O)(=O)c2ccc3c(c2)N(C)CCO3)cc1
  6%	1%	5%	0%	7	44%	-13%	-26	-2%	-10	-2%
CCN(C(=O)CSc1nnc2ccccn12)C1CCS(=O)(=O)C1 (stereo unspecified)
  1%	x	-6%	12%	2	-17%	10%	14	0%	-9	0%
Cc1cc(N2CCOCC2)nc2ccc(NC(=S)NCCC(C)C)cc12
  -6%	-8%	0%	3%	-9	u	u	22	-2%	-88*	7%
O=C(CSc1nnc2ccc(-c3ccccn3)nn12)Nc1ccccc1F
  -1%	11%	u	-5%	x	x	x	9	8%	-8	-3%
CC1CCCN(C(=O)c2cc(-c3cccs3)nc3ccccc23)C1 (stereo unspecified)
  x	-5%	5%	x	x	x	x	21	-8%	-3	x
CCN(CC)C(=O)Cn1cc(C(=O)C(=O)N(C)C2CCN(C)CC2)c2ccccc21
  -2%	-12%	-5%	5%	x	3%	-11%	19	-1%	10	-4%
CCNCC(=O)Nc1ccc(N2CCOCC2)cc1
  -3%	12%	0%	0%	0	14%	-10%	-2	0%	-2	-3%
COc1ccccc1N(C(=O)c1cncc(Br)c1)c1nc(-c2ccc(C)cc2)cs1
  -1%	2%	-2%	1%	1	5%	-3%	4	6%	-5	11%
Cc1onc(-c2ccccc2)c1C(=O)NC(=S)NNC(=O)c1cccnc1
  1%	-1%	14%	-3%	1	u	-18%	6	-2%	0	-3%
Cc1ccc(NC(=O)CSc2ccc3nnc(-c4ccccn4)n3n2)cc1
  1%	4%	3%	8%	x	-17%	-1%	-15	13%	26	-2%
CNCc1c(OCc2ccccc2F)ccc2ccccc12
  -1%	-7%	u	-8%	-6	22%	-3%	-8	-14%	-23	-10%
CC(C)(C)c1c(Cl)c(O)c(-c2ccccc2)c(=O)n1-c1ccccc1
  -25%	-9%	-26%	2%	5	18%	-4%	17	5%	3	1%

Assay outcomes from PubChem BioAssay.
